BRCT inh green – qHTS Assay for Inhibitors of BRCT-Phosphoprotein Interaction (Green Fluorophore). BRCA1 BRCT-phosphopeptide binding, green fluorescence polarization. Potency, µM (highest dose often 76.9 µM), without a hit: at the highest dose activity change, negative = inhibition, actives largely listed as inhibitors. AID 875, 2007. actives 0.05% (n = 75,000). Breast cancer type 1 susceptibility protein (Homo sapiens), P38398;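 also: potency is read from the fitted curve at half-maximal effect; plate controls were peptide without protein for full effect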
Target sequence (P38398 whole entry, looked up): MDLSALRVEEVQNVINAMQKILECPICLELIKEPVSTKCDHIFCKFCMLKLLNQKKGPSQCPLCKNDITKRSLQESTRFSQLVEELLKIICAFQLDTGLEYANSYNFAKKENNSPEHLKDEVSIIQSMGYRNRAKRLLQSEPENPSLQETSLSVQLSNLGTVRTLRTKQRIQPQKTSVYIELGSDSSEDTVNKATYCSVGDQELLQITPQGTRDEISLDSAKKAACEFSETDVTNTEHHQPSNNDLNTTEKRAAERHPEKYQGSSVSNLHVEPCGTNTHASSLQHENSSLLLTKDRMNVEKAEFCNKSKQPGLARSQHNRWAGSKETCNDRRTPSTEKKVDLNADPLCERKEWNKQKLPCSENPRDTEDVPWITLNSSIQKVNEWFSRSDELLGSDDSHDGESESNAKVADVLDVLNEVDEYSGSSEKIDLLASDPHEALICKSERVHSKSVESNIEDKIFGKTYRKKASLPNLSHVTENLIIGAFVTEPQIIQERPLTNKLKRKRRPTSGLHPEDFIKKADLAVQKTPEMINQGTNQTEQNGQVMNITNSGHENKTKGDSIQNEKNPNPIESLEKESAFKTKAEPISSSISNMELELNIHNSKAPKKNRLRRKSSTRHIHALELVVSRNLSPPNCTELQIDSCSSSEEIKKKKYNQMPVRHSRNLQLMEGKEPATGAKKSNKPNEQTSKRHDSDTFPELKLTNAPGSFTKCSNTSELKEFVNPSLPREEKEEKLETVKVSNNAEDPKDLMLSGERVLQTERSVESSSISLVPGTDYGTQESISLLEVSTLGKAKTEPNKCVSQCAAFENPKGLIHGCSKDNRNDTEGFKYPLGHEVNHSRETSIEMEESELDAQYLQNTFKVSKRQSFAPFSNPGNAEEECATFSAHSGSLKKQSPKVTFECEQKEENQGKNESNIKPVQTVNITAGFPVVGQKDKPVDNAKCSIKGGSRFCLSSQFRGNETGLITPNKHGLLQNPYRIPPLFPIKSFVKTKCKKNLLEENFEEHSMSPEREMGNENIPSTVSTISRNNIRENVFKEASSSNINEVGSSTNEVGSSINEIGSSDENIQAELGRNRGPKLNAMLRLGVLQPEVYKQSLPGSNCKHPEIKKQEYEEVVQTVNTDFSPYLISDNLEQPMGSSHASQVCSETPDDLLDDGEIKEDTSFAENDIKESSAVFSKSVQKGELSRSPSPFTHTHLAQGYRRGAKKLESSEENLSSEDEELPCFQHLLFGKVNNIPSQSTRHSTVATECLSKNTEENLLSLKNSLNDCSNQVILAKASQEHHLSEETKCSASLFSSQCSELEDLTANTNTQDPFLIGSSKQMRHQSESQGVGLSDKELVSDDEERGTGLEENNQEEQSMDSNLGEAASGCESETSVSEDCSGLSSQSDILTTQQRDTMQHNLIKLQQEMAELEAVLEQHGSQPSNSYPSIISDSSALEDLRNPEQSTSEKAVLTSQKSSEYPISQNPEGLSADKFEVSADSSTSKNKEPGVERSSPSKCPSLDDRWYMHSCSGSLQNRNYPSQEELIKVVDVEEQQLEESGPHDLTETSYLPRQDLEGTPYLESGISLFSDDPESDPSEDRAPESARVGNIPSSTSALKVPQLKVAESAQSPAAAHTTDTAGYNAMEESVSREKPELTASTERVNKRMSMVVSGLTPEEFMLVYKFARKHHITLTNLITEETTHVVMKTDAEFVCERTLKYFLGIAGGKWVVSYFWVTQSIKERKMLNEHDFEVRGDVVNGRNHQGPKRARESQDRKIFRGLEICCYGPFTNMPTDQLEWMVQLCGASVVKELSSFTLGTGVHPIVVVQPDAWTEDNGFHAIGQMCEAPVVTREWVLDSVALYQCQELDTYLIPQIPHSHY
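Fluorescence polarization: His-tagged BRCT (~35 kDa BRCA1 C-terminus, 250 nM) bound to 100 nM fluorescein-labeled phosphorylated 10-aa BACH1 peptide, pH 7.3 phosphate buffer with DTT and Tween 20. Compounds incubated 12 min at room temperature; inhibition read as lowered polarization.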
BRCT inh red – qHTS Assay for Inhibitors of BRCT-Phosphoprotein Interaction (Red Fluorophore). Breast cancer type 1 susceptibility protein (Homo sapiens), P38398. BRCT-phosphopeptide binding, red fluorescence polarization. Potency, µM (doses to about 76.9 µM), for the others: at the highest dose activity change, negative = inhibition, usual class: inhibitors. actives 0.03% (n = 75,000). AID 892, 2007; also: % is scaled to controls: 0 for no effect and ±100 for the full control effect
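Fluorescence polarization: 100 nM His-tagged BRCA1 BRCT with 100 nM TAMRA-labelled phospho-BACH1 decapeptide, phosphate buffer pH 7.3 with 150 mM NaCl, DTT, 0.01% Tween 20; 12 min RT. Binding inhibition seen as FP decrease.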
HEK293 cAMP ctrl – qHTS Assay for Agonists of the Thyroid Stimulating Hormone Receptor: Activators of Intracellular cAMP Concentrations in Parental HEK 293. Potency, µM (top dose mostly 57.1 µM), without a hit: at the top dose activation, most hits filed as activators. parental HEK293 CNG cAMP sensor, membrane potential fluorescence. actives 2.5% (n = 73,000); also: potency is read from the fitted curve at half-maximal effect; % of control where 0% means no effect; nearly all actives have a fitted effect of over 55% in size
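Parental HEK 293 cells stably expressing a modified CNG channel (no TSHR) report cAMP rise as membrane depolarization. Membrane potential dye with 100 uM RO 20-1724 was loaded for 60 min at room temperature, then compound added for 30 min; fluorescence read at 590 nm.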
Casp7 inh – qHTS Assay for Allosteric/Competitive Inhibitors of Caspase-7. P55210. recombinant caspase-7, Ac-DEVD-AFC fluorescence rate. Potency, µM (titrated, usually from 57.5 µM), inactives show at the top dose activity change, negative = inhibition, most hits filed as inhibitors. actives 0.02% (n = 75,000). AID 889, 2007; active = well fitted inhibition curve with a large enough effect in the main read-out, with a control signal flat, not every such curve was filed as active; inconclusive = small, poorly fitted or top-dose-only effect, or a change in a side signal; also: potency is read from the fitted curve at half-maximal effect; % of control where 0% means no effect
Caspase-1 inhib – qHTS Assay for Allosteric/Competitive Inhibitors of Caspase-1. P29466. Caspase-1 enzyme, Ac-WEHD-AFC fluorogenic rate. Potency, µM (highest dose often 57.5 µM), without a hit: at the top dose activity change, negative = inhibition, usual class: inhibitors. actives 0.03% (n = 75,000);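 also: potency is read from the fitted curve at half-maximal effect; plate controls were vehicle for no effect and no substrate for full effect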
USP2a inh – qHTS Assay for Inhibitors of Ubiquitin-specific Protease USP2a | Potency, µM (titrated, usually from 38.3 µM), without a hit: at the top dose activity change, negative = inhibition, usual class: inhibitors | Ubiquitin carboxyl-terminal hydrolase 2 (Homo sapiens), O75604 | actives 0.1% (n = 60,000) | USP2a enzymatic assay, qHTS inhibition;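 also: potency is read from the fitted curve at half-maximal effect; nearly all actives have a fitted effect of over 60% in size; plate controls were DMSO for no effect and NEM full inhibition control for full effect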
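USP2 core (20nM final) preincubated 30 min RT with compound, then Ub-PLA2 20nM and NBD C6-HPC 20uM final added; buffer 20mM Tris-HCl pH 8.0, 2mM CaCl2. Fluorescence Ex 460/Em 535 read at 0 and 2.5 h; normalized to NEM.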
Fluorescein autfl – qHTS Assay for Spectroscopic Profiling in Fluorescein Spectral Region; Compound autofluorescence, 480/540 nm, fluorescein-equivalent; hits give high values; max fluorescein-equivalent concentration, M; actives 0.91% (n = 59,000); in the data active = max fluorescein-equivalent concentration above about 10 nM; inconclusive = between about 1.1 nM and that limit
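Spectral profiling of library compounds in the fluorescein window (480 nm excitation, 540 nm emission) after 15 min at room temperature in pH 8.0 Tris (100 mM). Values are dye-equivalent concentrations.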
TexasRed autofl – qHTS Assay for Spectroscopic Profiling in Texas Red Spectral Region; AID 587, 2007; max dye-equivalent concentration, M; Compound fluorescence, Texas Red channel, 547/618 nm; hits give high values; actives 0.06% (n = 59,000); in the data active = max dye-equivalent concentration above about 10 nM; inconclusive = between about 1.1 nM and that limit
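qHTS profiling of intrinsic compound fluorescence; 100 mM Tris pH 8.0; 15 min RT; ex 547 / em 618 nm; response expressed as Texas Red dye-equivalent concentration from six-point plate standard.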
4MU fluor – qHTS Assay for Spectroscopic Profiling in 4-MU Spectral Region; max dye-equivalent concentration, M; AID 589, 2007; actives 11% (n = 59,000); compound autofluorescence, 340/450 nm, 4-MU equivalents; hits give high values; in the data active = max dye-equivalent concentration above about 10 nM; inconclusive = mostly about 1.1 nM to 9.6 nM
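Compounds in 100 mM Tris, pH 8.0, sat 15 min at room temperature before fluorescence was read at 340 nm excitation/450 nm emission; a per-plate six-point 4-MU standard curve converted signals to dye-equivalent concentration at each compound concentration.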
Rhodamine autofl – qHTS Assay for Spectroscopic Profiling in Rhodamine Spectral Region; Rhodamine-region fluorescence, 547/598 nm, Tris buffer; hits give high values; max dye-equivalent concentration, M; actives 0.05% (n = 59,000); AID 594, 2007; in the data active = max dye-equivalent concentration above about 11 nM; inconclusive = between about 1.1 nM and that limit
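A six-point rhodamine series on each plate calibrates the signal. Compounds sit in 100 mM Tris (pH 8.0) for 15 min at ambient temperature before imaging through 547 nm/598 nm filters.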
A350 fluor – qHTS Assay for Spectroscopic Profiling in A350 Spectral Region; Compound autofluorescence, 340/450 nm, Alexa 350 dye-equivalents; hits give high values; max dye-equivalent concentration, M; actives 11% (n = 59,000); AID 590, 2007; in the data active = max dye-equivalent concentration above about 10 nM; inconclusive = mostly about 1.1 nM to 9.6 nM
Starred values were filed as active, the others as inactive; i = inactive; u = inconclusive; x = no result given; [ ] = remark or other dose. Unless noted, calls follow the shape of the dose curve; as a rule, active = well fitted curve in the direction sought with a large enough effect; inconclusive = small, poorly fitted or top-dose-only effect, or another doubt; inactive = no such curve, though single readings can be large; an effect the other way counts as inactive or inconclusive. Only part of the results is shown. The share of hits here may be higher or lower than overall.

Order of values – BRCT inh green	BRCT inh red	HEK293 cAMP ctrl	Casp7 inh	Caspase-1 inhib	USP2a inh	Fluorescein autfl	TexasRed autofl	4MU fluor	Rhodamine autofl	A350 fluor
C[C@@H]1O[C@H](O[C@@H]2\C=C/C=C\C=C/C=C\C[C@H](C)OC(=O)/C=C\[C@H]3O[C@@H]3C[C@H](O)C[C@]3(O)C[C@@H](O)[C@@H](C(=O)O)[C@H](C2)O3)[C@@H](O)[C@H](N)[C@@H]1O (stereo in doubt)
    1.9%[34.4 µM]	-1.9%[34.4 µM]	3%[25.6 µM]	-4%[25.7 µM]	-3%[25.7 µM]	-7%[17.1 µM]	u	i	i	i	i
Cc1cc(C(=O)COC(=O)CCCN2C(=O)c3ccccc3C2=O)c(C)n1C
    -2.4%	0.2%	u	1%	4%	8%	u	i	i	i	i
COc1ccc2c3c1OC1C[C@@H](O)C=C[C@@]31CCN(C)C2 (stereo partly specified)
    -0.2%	1.8%	5%[25.6 µM]	2%	-2%	-9%[17.1 µM]	u	i	i	i	i
O=C(OCC(=O)N1CCC(Cc2ccccc2)CC1)c1ccc[nH]c1=O
    0.7%	0.9%	9%	-6%	1%	0%	i	u	i	i	i
CC(Oc1ccccc1)C(=O)Nc1ccc(S(=O)(=O)N2CCOCC2)cc1 (stereo unspecified)
    0.2%	-0.7%	-2%[11.4 µM]	-1%	1%	16%[7.66 µM]	x	x	x	x	x
COc1ccc(N(CC(=O)NC(C)(C)C)S(=O)(=O)c2ccccc2)cc1OC
    0.8%	1.6%	24%	0%	0%	1%	i	i	i	i	i
CC1CN(C(=O)c2cnn3c(C(F)F)cc(-c4ccccc4)nc23)CC(C)O1 (stereo unspecified)
    -0.1%	-1.1%	u	-2%	-6%	-6%	i	i	3.7e-08M*	i	3.4e-08M*
N#Cc1nc(Cc2cccc3ccccc23)oc1NCc1ccc(F)cc1
    -0.2%	0.7%	15%	1%	1%	3%	i	u	i	i	i
COc1cccc(CC(C(=O)Nc2cc(C)ccc2C)c2nn[nH]n2)c1OC (stereo unspecified)
    -2.9%	0.1%	-1%	0%	2%	-2%	i	i	i	i	u
COc1ccc(OC)c(C2CC(=O)N3CN(c4cccc(Cl)c4)CSC3=C2C#N)c1 (stereo unspecified)
    -2.8%	-1.7%	9%	-2%	-3%	x	x	x	x	x	x

Whole records, looked up by structure. Screens in order: BRCT inh green, BRCT inh red, HEK293 cAMP ctrl, Casp7 inh, Caspase-1 inhib, USP2a inh, Fluorescein autfl, TexasRed autofl, 4MU fluor, Rhodamine autofl, A350 fluor
O=C(OCC(=O)N1CCC(Cc2ccccc2)CC1)c1ccc[nH]c1=O is listed with 0.7%, 0.9%, 9%, -6%, 1%, 0%, i, u, i, i, i
COc1ccc(N(CC(=O)NC(C)(C)C)S(=O)(=O)c2ccccc2)cc1OC is listed with 0.8%, 1.6%, 24%, 0%, 0%, 1%, i, i, i, i, i

Next structures follow:
Order of values – BRCT inh green	BRCT inh red	HEK293 cAMP ctrl	Casp7 inh	Caspase-1 inhib	USP2a inh	Fluorescein autfl	TexasRed autofl	4MU fluor	Rhodamine autofl	A350 fluor
O=C(CSc1nc2ccccc2c(=O)n1-c1ccc(Cl)cc1)c1ccco1
    -2.9%	1.1%	25µM*	-2%	-3%	13%	u	i	i	i	i
Cc1cc(C)nc(N2CCCC(C(=O)NCCc3ccc(F)cc3)C2)n1 (stereo unspecified)
    -4.8%	0.4%	13%	-1%	2%	10%	u	u	i	i	i
CC(Sc1cccc(C(F)(F)F)c1)C(=O)NC(N)=O (stereo unspecified)
    -2.8%	-0.6%	-10%	0%	3%	-1%	i	u	i	i	i
CCC(O)(CCN1CCCCC1)c1ccccc1 (stereo unspecified)
    0.7%	-0.6%	3%	1%	2%	-7%	u	i	i	i	i
CCN(CC)C(=O)CSc1nnc(-c2ccc(F)cc2)n1N
    -1.0%	0.9%	-2%	0%	1%	-5%	i	i	i	i	i
Cc1ccc(CNC(=O)c2nnn(-c3cccc(C)c3)c2N)cc1
    -2.0%	-1.1%	6%	-1%	-3%	7%	i	u	i	i	i
CSc1nnc(Cn2c(=O)sc3ccccc32)n1-c1ccccc1C
    0.3%	0.1%	4%	-2%	-4%	x	x	x	x	x	x
COC(=O)c1nonc1NCn1nnc2ccccc21
    -1.3%	0.7%	7%	-1%	-1%	-10%	i	i	i	i	i
CCCCS(=O)(=O)Nc1ccc2ncn(C)c(=O)c2c1
    0.3%	-1.9%	-3%	-1%	0%	3%	u	i	2.4e-07M*	i	2.8e-07M*
O=C(c1ccc2ccccc2c1)N1CCN(c2ccccc2)CC1
    2.2%	-1.1%	24%	-2%	-3%	3%	i	i	i	i	i
Cc1cc(N2CCOCC2)nc(NCc2ccccc2)n1
    -0.9%	1.1%	u	-1%	-1%	4%[7.66 µM]	x	x	x	x	x
CCOC(=O)c1sc2ncnc(NCC(c3cccs3)N(C)C)c2c1C (stereo unspecified)
    1.9%	-0.7%	u	-4%	-5%	24%	i	i	i	i	i
CCOC(=O)c1[nH]c2ccc(Br)cc2c1NC(=O)CCN1CCCCC1
    1.7%	0.7%	10%	0%	-1%	19%	i	i	i	i	i
Cc1cc(C)n(CC(O)COc2ccccc2C(=O)Nc2ccccc2)n1 (stereo unspecified)
    -1.7%	-1.2%	u	-3%	2%	18%	i	i	i	i	i
O=c1c(-c2ccc(F)c(F)c2)nc2cncnc2n1-c1ccccc1
    2.7%	-0.7%	20%	-19%	-12%	54%[activator]	i	i	u	i	u
C=CCn1c(COc2ccccc2)nnc1SCC(=O)O
    -0.4%	0.3%	8%	1%	-2%	1%	i	u	i	i	i
O=C1CC(c2ccco2)Cc2nc(N3CCN(Cc4ccc5c(c4)OCO5)CC3)ncc21 (stereo unspecified)
    -0.7%	1.0%	u	-1%	-1%	39%[activator]	i	u	i	i	i
COc1ccc(NC(=O)CC2SC(=Nc3ccccc3)NC2=O)c(OC)c1 (stereo unspecified)
    -2.6%	0.6%	3%	-4%	1%	x	x	x	x	x	x
COC(=O)C(CCSC)NC(=O)C(NC(=O)C1CCC(C)CC1)C(C)C (stereo unspecified)
    -2.6%	-0.8%	20%	0%	1%	14%	i	i	i	i	i
COc1ccccc1N1CCN(CC(O)COc2ccc(S(=O)(=O)N3CCOCC3)cc2)CC1 (stereo unspecified)
    -1.0%	0.0%	2%	6%	0%	-1%	u	i	i	i	i
Cc1c(NC(=O)CC2CC(C)OC2=O)c(=O)n(-c2ccccc2)n1C (stereo unspecified)
    0.5%	0.0%	2%	-1%	0%	6%	u	i	7.4e-06M*	i	1e-05M*
COC(=O)[C@@]1(Cc2ccc(OC)cc2)[C@@H]2[C@@H](CC(=O)[C@H]2CC(=O)C(=O)N(C)C)CN1C(=O)c1ccccc1
    -0.1%	-0.8%	13%	0%	-2%	x	x	x	x	x	x
CCN(C(=O)c1ccc(C(C)(C)C)cc1)c1nnc(Cn2nnc3ccccc32)s1
    0.9%	-0.7%	25µM*	-5%	-3%	5%	i	i	i	i	i
CCOC(=O)c1ccc(NC(=O)CSc2nnc(COc3ccccc3OC)n2C)cc1
    -0.1%	0.2%	-7%	2%	1%	10%	i	i	i	i	i
CCOc1ccc(NC(=O)NC2CCOC(C)(C)C2)cc1 (stereo unspecified)
    -5.0%	-1.9%	5%	-1%	0%	-11%	i	i	i	i	i
COc1cc(C2c3c(n[nH]c3C)C(=O)N2c2ccc(Br)cc2)ccc1O (stereo unspecified)
    1.3%	0.3%	1%	0%	-2%	21%	i	u	i	i	i
COc1ccccc1NC(=O)CN1C(=O)CCS(=O)(=O)c2ccccc21
    -2.6%	0.1%	5%	-3%	4%	-6%	i	i	i	i	i
O=C(O)c1cccc(N2C(=O)C3CC=C(Cl)CC3C2=O)c1 (stereo unspecified)
    -1.2%	-0.6%	5%	-2%	-3%	x	x	x	x	x	x
CCOC(=O)c1cn(CC)c2ccc(S(=O)(=O)N3CCC(C)CC3)cc2c1=O
    1.6%	-0.9%	14%	-2%	-2%	9%	i	u	i	i	i
CCOc1ccc(NS(=O)(=O)c2ccc3c(c2)oc(=O)n3C)cc1
    -0.8%	0.5%	-1%	-1%	0%	10%	i	i	i	i	i
O=C(O)c1n[nH]c2c1CCCC2
    -2.4%	-1.0%	4%	0%	-1%	-2%	i	i	i	i	i
CCOC(=O)C(C)Sc1ncnc2nc[nH]c12 (stereo unspecified)
    -2.8%	-1.5%	4%	1%	-2%	8%	i	i	i	i	i
CCCOc1ccc2oc(=O)c3c(c2c1)CCCN3C(=O)CN1CCc2ccccc2C1
    -0.1%	-0.4%	u	-3%	-3%	13%	i	u	1.3e-08M*	i	1.7e-08M*
CCOC(=O)Cc1csc(NC(=O)c2cccc(N3C(=O)CCC3=O)c2)n1
    0.0%	0.1%	u	2%	5%	1%	i	i	i	i	i
